Source: PubChem
JMJD2A Tudor – qHTS Assay for Inhibitors of JMJD2A-Tudor Domain. Lysine-specific demethylase 4A (Homo sapiens), O75164. AlphaScreen JMJD2A-Tudor / H3K4me3 peptide binding. Potency, µM (highest dose often 114 µM), for inactives: top-dose activity change, negative = inhibition, most hits filed as inhibitors. actives 4.4% (n = 390,000); also: % is scaled to controls: 0 for no effect and ±100 for the full control effect; nearly all actives have a fitted effect of over 50% in size
G9a block – qHTS Assay for Inhibitors of Histone Lysine Methyltransferase G9a. Potency, µM (titrated, usually from 102 µM), inactives show top-dose activity, negative = inhibition, hits mostly inhibitors. Histone-lysine N-methyltransferase EHMT2 (Homo sapiens), Q96KQ7. G9a H3K9 monomethylation, AlphaScreen, 2 h. actives 8.8% (n = 350,000). AID 504332, 2011; also: % is scaled to controls: 0 for no effect and ±100 for the full control effect; nearly all actives have a fitted effect of over 75% in size
Target sequence (Q96KQ7 913-1193 limits assumed): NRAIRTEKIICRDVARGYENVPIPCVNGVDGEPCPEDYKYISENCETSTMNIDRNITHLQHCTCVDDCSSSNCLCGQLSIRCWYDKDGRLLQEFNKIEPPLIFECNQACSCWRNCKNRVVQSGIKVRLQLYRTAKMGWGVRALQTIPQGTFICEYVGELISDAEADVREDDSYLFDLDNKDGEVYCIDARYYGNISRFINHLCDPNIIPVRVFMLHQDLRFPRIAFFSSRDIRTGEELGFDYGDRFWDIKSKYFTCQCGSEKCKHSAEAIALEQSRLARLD
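G9a (20 nM) preincubated 15 min RT with compounds, then 500 nM biotinylated H3K9 peptide and 20 uM SAM added; 2 h RT reaction. Monomethyl-H3K9 product detected by AlphaScreen with anti-H3K9me1 antibody, streptavidin donor and anti-rabbit IgG acceptor beads.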
Pin1 inh – qHTS Assay to Find Inhibitors of Pin1; Peptidyl-prolyl cis-trans isomerase NIMA-interacting 1 (Homo sapiens), Q13526; Pin1 FP peptide displacement, HiFluor488, 10 min; Potency, µM (doses to about 115 µM), inactives show at the highest dose activity, negative = inhibition, most hits filed as inhibitors; actives 0.009% (n = 390,000); active = well fitted inhibition curve with a large enough effect in the polarisation, with a control signal flat, not every such curve was filed as active; inconclusive = small, poorly fitted or top-dose-only effect, or effect the other way, or a change in a side signal; inactive = no such curve, though single readings can be large or run the other way; the % refers to the polarisation; also: % is scaled to controls: 0 for no effect and ±100 for the full control effect
Target sequence (Q13526 whole entry, looked up): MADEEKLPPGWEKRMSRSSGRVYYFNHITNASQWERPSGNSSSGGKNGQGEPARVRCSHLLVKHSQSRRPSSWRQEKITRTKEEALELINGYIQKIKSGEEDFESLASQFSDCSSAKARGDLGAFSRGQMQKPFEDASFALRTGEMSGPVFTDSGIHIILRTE
BAZ2B inh – qHTS Assay for Inhibitors of BAZ2B. Bromodomain adjacent to zinc finger domain protein 2B (Homo sapiens), Q9UIF8. AlphaScreen BAZ2B-H3K14Ac peptide displacement. Potency, µM (top dose mostly 114 µM), inactives show at the highest dose activity change, negative = inhibition, hits mostly inhibitors. actives 4.4% (n = 360,000). AID 504333, 2011; also: % is scaled to controls: 0 for no effect and ±100 for the full control effect; nearly all actives have a fitted effect of over 60% in size
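Inhibition is scored as reduced AlphaScreen emission. The BAZ2B/b-H3(5-23)K14Ac complex (50 nM each) in PBS pH 7.4, 0.01% Tween-20 meets compound (up to 110 uM) for 30 min at RT before bead addition.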
PGK inhibitor – qHTS Assay to Find Inhibitors of Phosphoglycerate Kinase; Phosphoglycerate kinase, glycosomal (Trypanosoma brucei brucei), P07378; AID 602233, 2012; PGK/GAPDH coupled, Kinase-Glo luminescence, 60 min; actives 0.043% (n = 380,000); Potency, µM (titrated, usually from 57.5 µM), inactives show at the top dose activity change, negative = inhibition, usual class: inhibitors; also: % is scaled to controls: 0 for no effect and ±100 for the full control effect; nearly all actives have a fitted effect of over 60% in size
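Recombinant glycosomal PGK reaction used 1,3-bisphosphoglycerate generated in-well by GAPDH (100nM final) in 100mM TEA pH 7.6, 5mM MgCl2, 0.01% Tween-20. After 60 minutes at room temperature, ATP was read by Kinase-Glo Plus luminescence end-point.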
BLM inh – qHTS Assay for Inhibitors of Bloom's syndrome helicase (BLM) | recombinant BLM DNA unwinding, fluorescence dequenching | Potency, µM (top dose mostly 56.1 µM), inactives show at the highest dose activity change, negative = inhibition, usual class: inhibitors | actives 0.2% (n = 350,000) | RecQ-like DNA helicase BLM (Homo sapiens), P54132;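 also: plate controls were vehicle for no effect and no enzyme for full effect; nearly all actives have a fitted effect of over 35% in size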
GLS inh – qHTS for Inhibitors of Glutaminase (GLS) | Glutaminase kidney isoform, mitochondrial (Homo sapiens), O94925 | GLS enzymatic activity, qHTS titration | Potency, µM (series often up to 45.5 µM), without a hit: at the highest dose activity change, negative = inhibition, usual class: inhibitors | actives 0.21% (n = 410,000); also: % is scaled to controls: 0 for no effect and ±100 for the full control effect
Target sequence (O94925 whole entry, looked up, canonical isoform): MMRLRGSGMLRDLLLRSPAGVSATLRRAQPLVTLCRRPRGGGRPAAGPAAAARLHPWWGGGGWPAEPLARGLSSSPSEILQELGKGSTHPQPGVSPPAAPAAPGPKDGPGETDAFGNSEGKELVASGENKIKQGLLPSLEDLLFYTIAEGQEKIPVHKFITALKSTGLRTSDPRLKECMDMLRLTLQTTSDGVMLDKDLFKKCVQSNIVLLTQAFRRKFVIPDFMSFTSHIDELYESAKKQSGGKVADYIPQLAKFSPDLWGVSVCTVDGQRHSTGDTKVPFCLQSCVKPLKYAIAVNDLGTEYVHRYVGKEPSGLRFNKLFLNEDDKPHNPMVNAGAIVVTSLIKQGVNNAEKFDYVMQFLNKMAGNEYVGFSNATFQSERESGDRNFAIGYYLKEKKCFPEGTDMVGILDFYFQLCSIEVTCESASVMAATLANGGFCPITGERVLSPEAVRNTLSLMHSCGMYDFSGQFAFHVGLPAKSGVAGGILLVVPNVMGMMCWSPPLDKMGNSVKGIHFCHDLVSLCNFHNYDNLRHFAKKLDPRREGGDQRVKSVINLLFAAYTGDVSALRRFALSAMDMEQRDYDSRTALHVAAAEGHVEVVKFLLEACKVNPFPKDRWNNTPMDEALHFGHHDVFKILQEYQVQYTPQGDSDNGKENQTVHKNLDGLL
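Assay buffer: 45 mM KH2PO4 pH 8.2, 0.02% Tween-20. hKGA acts on L-glutamine (1 mM solution added); product glutamate is reported by an oxidase/peroxidase Amplex Red coupling, with fluorescence taken at baseline and 30 min.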
POLI inh – qHTS for Inhibitors of Polymerase Iota | actives 1% (n = 390,000) | AID 588590, 2011 | DNA polymerase iota (Homo sapiens), Q9UNA4 | Potency, µM (titrated, usually from 115 µM), inactives show at the highest dose activity, negative = inhibition, actives largely listed as inhibitors | Pol iota fluorescent replication assay, 10 min
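Fluorescent replication assay read twice, at 0 min and 10 min after adding 50 nM (final) substrate. Enzyme (10 nM) and compounds were first incubated 15 min at room temperature; enzyme-free buffer wells were negative controls.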
HP1b chromo inh – HTS for Inhibitors of HP1-beta Chromodomain Interactions with Methylated Histone Tails; actives 0.56% (n = 390,000); AID 540317, 2011; Potency, µM (titrated, usually from 114 µM), for the others: at the highest dose activity change, negative = inhibition, most hits filed as inhibitors; AlphaScreen HP1-beta / biotin-H3K9me3 peptide binding; also: nearly all actives have a fitted effect of over 70% in size; inactives centre near 23
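HP1-beta protein (50 nM final) preincubated 30 min at room temperature with biotinylated H3(1-18)K9me3 peptide (50 nM) in PBS pH 7.4, 0.01% Tween-20, then compound added for 30 min. AlphaScreen streptavidin donor/nickel chelate acceptor beads (10 ug/mL final), 30 min dark, luminescence read.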
The depositor's hits bear a star; i = inactive; u = inconclusive; x = no result given; [ ] = remark or other dose. Unless noted, calls follow the shape of the dose curve; as a rule, active = well fitted curve in the direction sought with a large enough effect; inconclusive = small, poorly fitted or top-dose-only effect, or another doubt; inactive = no such curve, though single readings can be large; an effect the other way counts as inactive or inconclusive. Potency is read from the fitted curve at half-maximal effect.

SMILES | JMJD2A Tudor | G9a block | Pin1 inh | BAZ2B inh | PGK inhibitor | BLM inh | GLS inh | POLI inh | HP1b chromo inh
Cc1ccc(C)c(NC(=O)CSc2nc(-c3ccccc3Cl)nc3c2Cc2c(CO)cnc(C)c2O3)c1 | -9.2% | 4.9%[59 µM] | -8.0% | 1.7% | 6.1% | 0.6% | -0.9% | 7.2% | 13.8%
COc1ccc(-n2c(Cc3cccn3C)nnc2SCC(=O)N2CCCC2)cc1 | -21.4% | 44.7µM* | 6.2% | -5.9% | -3.9% | 3.2% | -4.3% | 26.7% | 38.6%
NC(=O)c1c(NC(=O)c2cccnc2)sc2c1CCCCC2 | 6.1% | -19.4% | -2.1% | -2.7% | -7.8% | -11.3% | -7.4% | -3.4% | 15.3%
Cc1cc(C)nc(NC(=O)c2ccc(OC(C)C)cc2)n1 | 4.7% | -9.2%[59 µM] | 7.1% | 1.1% | -10.1% | -1.7% | 11.4% | -3.8% | 18.1%
CCn1ncc(Br)c1C(=O)NC1CCCCCCC1 | 0.7% | 7.3%[0.501 µM] | 3.1% | 8.8% | -0.3% | -3.5% | -1.2% | 6.6% | 35.0%
O=C(Nc1ccc2c(c1)OCO2)c1ccc(Cl)cc1Cl | -17.1% | 20.2% | -5.9% | -22.0% | -9.8% | -4.2% | 2.9% | 29.4% | 38.7%
COc1ccc([C@H]2CC(=O)C=C(c3cc(Cl)cc(Cl)c3)C2)cc1 | -10.9% | 18.3%[2.33 µM] | 1.1% | 3.5% | -3.7% | x | 2.3% | -3.9% | 18.8%
Cc1ccc(S(=O)(=O)CCN2C=CC(C(F)(F)F)=NCC2)cc1 | -5.3% | 26.4% | -14.9% | 37.6%[activator] | 2.0% | 3.1% | 3.6% | 56.1%[activator] | 22.8%
CCOc1ccccc1-c1cc(-c2ccc(OC)cc2)nc2c1c(=O)n(C)c(=O)n2C | -5.1% | -21.5%[12.7 µM] | 0.1% | 3.1% | i | -4.2% | -3.1% | 6.7% | 23.3%
CN1C(=S)N2CCCN2C1c1ccccc1 (configuration not stated) | -14.7% | -2.5% | -9.7% | -19.1% | -7.4% | -0.7% | -9.0% | 29.9% | -12.3%
Cc1c(NC2=NC(C)(C)Cc3ccccc32)c(=O)n(-c2ccccc2)n1C | -5.3% | 3.2%[59 µM] | 1.4% | -1.8% | 6.8% | 4.2% | 20.5% | -0.3% | 11.9%
Cc1ccc(-c2noc(C3CCCCC3)n2)cc1 | 110.0%[activator] | x | -0.9% | 41.7%[activator] | 6.4% | -0.5% | 8.3% | 4.2% | 119.8%[activator]
COc1ccc(/C=C/C(=O)NCCOc2ccccc2OC)cc1 | -8.9% | 10.8%[59 µM] | 0.6% | 0.6% | -8.8% | 1.6% | -9.2% | -1.9% | 26.3%
COc1ccc(CCNC(=O)C2(C)CCC(=O)N2Cc2ccc(C)cc2)cc1OC (configuration not stated) | -4.8% | 16.4% | -1.6% | 2.1% | -5.5% | -0.1% | -11.9% | 25.0% | 39.5%[activator]
C(=N\Nc1ccc2ccccc2n1)/c1ccc2c(c1)OCO2 | -28.5% | u | -3.2% | 50.1µM* | -10.5% | -18.7% | -13.6% | 50.0%[activator] | -22.0%
Cc1c(C(=O)OCC(=O)NCCc2ccc(S(N)(=O)=O)cc2)oc2ccccc12 | -12.8% | -9.7%[12.7 µM] | -2.1% | -1.2% | i | x | -1.2% | -13.1% | 17.8%
CC(=O)c1sc(Nc2nc(C)cc(C)n2)nc1C | -2.4%[57.1 µM] | 35.8% | 0.9% | u | -2.7% | 3.4% | 0.2% | 19.1% | 7.8%
Cc1ccc(-n2nnc(-c3cnc4ccccc4c3)n2)cc1 | -26.4% | u | 2.6% | -28.9% | 0.4% | -2.0% | -0.3% | 8.3% | 9.7%
O=C(O)c1cc(S(=O)(=O)N2CCN(S(=O)(=O)c3ccccc3)CC2)ccc1Cl | 6.0% | 27.8% | -0.3% | 2.8% | -7.8% | 0.6% | -3.9% | -22.9% | 33.6%
Cc1ccc(C)c(C(=O)c2ccccc2NC(=O)c2ccccn2)c1 | 17.2% | x | u | 3.9% | 3.4% | -7.1% | 0.8% | 25.0% | 37.7%
COc1ccccc1OCCn1cc(/C=C(\C#N)C(=O)NCc2cccs2)c2ccccc21 | -12.9% | 10.9%[59 µM] | 18.8% | 9.3% | -1.4% | -3.1% | 2.3% | 18.4% | u
CC(C)CN(CC(C)C)C(=O)CN1C(=O)NC2(CCCc3ccccc32)C1=O (configuration not stated) | -6.3% | 16.6% | -5.1% | 0.3% | -7.1% | -0.9% | -6.2% | 0.6% | -6.5%
FC(F)(F)c1nnc(-c2ccccc2)nc1N1CCCC1 | 3.5% | 1.7% | -1.9% | -18.3% | -0.1% | -2.6% | -0.6% | 4.5% | 28.0%
CCOC(=O)c1csc(NC(=O)c2cc(OC)c(OC)c(OC)c2)n1 | -6.7% | 5.3%[59 µM] | -2.8% | -9.5% | -6.8% | -5.8% | 2.2% | 2.2% | 3.4%
COc1ccc(-c2nnc(SC(C)C(=O)Nc3ccc4c(c3)OCCO4)o2)cc1 (configuration not stated) | -17.8% | -29.9%[59 µM] | 0.1% | 10.8% | x | -1.2% | 0.7% | 28.0% | 5.5%
O=C(COC(=O)c1cc(-c2cccs2)nn1-c1ccccc1)Nc1cccc([N+](=O)[O-])c1 | -29.4% | -33.4%[59 µM] | 10.5% | u | i | 0.1% | -1.4% | 26.9% | 15.1%
COc1cc(Br)cc2cc(C(=O)N3CCCCC3C)c(=O)oc12 (configuration not stated) | 4.7%[57.1 µM] | u | -0.8% | 0.0% | -4.9% | -3.2% | 3.0% | -7.6% | 25.4%
O=C(Nc1ccccc1)OCN1C(=O)c2ccccc2C1=O | -9.0% | 6.4%[12.7 µM] | -2.0% | 4.2% | 3.1% | -2.3% | 7.5% | 38.0%[activator] | 30.0%
C=CCN(c1ccccc1)S(=O)(=O)c1ccc(Cl)c(C(=O)OCC(=O)NCCCN2CCCC2=O)c1 | -3.6% | 4.2% | -1.9% | -1.1% | 8.5% | -4.8% | 0.3% | 154.4%[activator] | 22.9%
N=c1oc2ccccc2cc1C(=O)NC1CCCCCC1 | 0.0% | 22.5% | 1.1% | 23.1% | -6.0% | -12.5% | -10.0% | u | 5.7%

Quoted from above (two entries):
SMILES | JMJD2A Tudor | G9a block | Pin1 inh | BAZ2B inh | PGK inhibitor | BLM inh | GLS inh | POLI inh | HP1b chromo inh
C=CCN(c1ccccc1)S(=O)(=O)c1ccc(Cl)c(C(=O)OCC(=O)NCCCN2CCCC2=O)c1 | -3.6% | 4.2% | -1.9% | -1.1% | 8.5% | -4.8% | 0.3% | 154.4%[activator] | 22.9%
N=c1oc2ccccc2cc1C(=O)NC1CCCCCC1 | 0.0% | 22.5% | 1.1% | 23.1% | -6.0% | -12.5% | -10.0% | u | 5.7%

Additional results.
SMILES | JMJD2A Tudor | G9a block | Pin1 inh | BAZ2B inh | PGK inhibitor | BLM inh | GLS inh | POLI inh | HP1b chromo inh
COc1cc(NC(=O)NCCn2nnc3cc(S(=O)(=O)N(C)C)ccc32)cc(OC)c1OC | 2.6% | 1.9%[59 µM] | 8.4% | -11.7% | 7.6% | -8.6% | 1.0% | 10.6% | 22.9%
CCOc1ncccc1C(=O)OCC(=O)N1CCN(S(=O)(=O)c2ccc(Cl)cc2)CC1 | 1.5% | -27.4%[59 µM] | -6.5% | -12.3% | 3.1% | -2.3% | u | 2.7% | 33.8%
CC(C)(C)c1cccc(Cn2nnc3ccccc32)c1O | 0.7% | 28.0%[2.33 µM] | -7.8% | 62.7%[activator] | -2.8% | x | -0.8% | -7.9% | 43.8%[activator]
O=C1CC(c2ccccc2)CN1C(=O)c1cncc(Br)c1 (configuration not stated) | -10.9% | -2.3% | -17.2% | -21.6% | i | -4.8% | -10.7% | 141.6%[activator] | 45.5%[activator]
COC(=O)c1cc(S(=O)(=O)NCC2CCN(Cc3ccc(Cl)cc3)CC2)c[nH]1 | -25.5% | 26.5% | -2.6% | -5.2% | 3.2% | -1.9% | 11.8% | -0.2% | 16.7%
COc1cc(NC(=O)CCCl)cc(-n2cnnn2)c1 | -24.1%[57.1 µM] | x | 3.2% | -1.2% | i | -4.0% | 6.8% | 42.2%[activator] | -21.3%
C(=N\Nc1nc2ccccc2[nH]1)/c1ccccn1 | u | 60.0%[activator][59 µM] | -2.7% | 25.1µM* | u | -7.4% | -10.0% | 11.5% | 26.8%
COc1cccc(CNC(=O)C2CCCN(S(=O)(=O)c3ccc4c(c3)C(C)(C)C(=O)N4C)C2)c1 (configuration not stated) | -9.7% | x | -1.3% | u | 5.2% | -3.5% | -8.0% | 5.4% | 33.1%
Cc1ccc(Cl)cc1NC(=O)c1ccc(Cn2cc(Cl)cn2)cc1 | -2.4% | -8.9%[59 µM] | 8.0% | 6.0% | i | -5.7% | -2.5% | -9.6% | 35.5%
CC12CCC(=O)N1C(C(=O)Nc1nc3ccccc3s1)CS2 (configuration not stated) | -13.2% | -3.2%[59 µM] | 8.4% | 3.3% | -7.6% | x | 17.1% | -16.2% | 15.7%
CCC(=O)N1c2ccccc2CC1C(=O)NCCc1ccccc1C (configuration not stated) | -9.6% | 20.1%[59 µM] | -1.9% | -3.3% | -2.7% | -3.8% | -8.7% | -7.8% | 11.7%
CCc1ccc(OCC(O)CN2CCC(CN3C(=O)c4cccc5cccc(c45)C3=O)CC2)cc1 (configuration not stated) | u | 13.1%[59 µM] | -9.8% | -11.4% | i | 102.2%[activator] | -13.3% | 5.4% | -33.8%

These rows are one share of the data; the hit share may differ from the screen's.
